# AT treatment: potential ataxia-telangiectasia treatment | 320,000 compounds, 0.19% hits | […] A-T fibroblasts, KAP-1 phosphorylation AlphaLISA; neocarzinostatin DNA damage 30 min before lysis | Potency, µM (series often up to 57.5 µM), inactives show at the highest dose activation, usual class: activators | AID 485349; note: potency is the fitted concentration of half-maximal effect; % of control where 0% means no effect; nearly all actives have a fitted effect of over 45% in size
#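 hTERT-immortalized A-T patient fibroblasts ([…]), 500 cells/well in OPTI-MEM, 1% FBS, got compounds for 60 min, then NCS for 30 min at 37C. Lysates were then assayed for phospho-KAP-1 by AlphaLISA (anti-pKAP1 donor, anti-KAP1 acceptor beads), 6 hr at 25C.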
# KCNH2 3.1 inh: inhibitors of human KCNH2 3.1 potassium channel isoform; U2OS KCNH2 3.1, thallium flux FluxOr; active compounds read low; AID 720553; activity change, % (tested at about 1.8 µM); 340,000 compounds, 0.95% hits;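 active = maximum activity change below -70%; inconclusive = maximum activity change from -70% to -50%; inactive = maximum activity change above -50%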;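 note: thallium influx rate constant from kinetic fluorescence after stimulation buffer; % is set by controls: 0 for no effect and ±100 for the full control effect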
#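 Steps: virus added to U2OS suspension (4 h, RT, dark); medium with 10% FBS added, cells plated, 37 C overnight; FluxOr/Red40 loading buffer 45 min RT; stimulation buffer, 2 min kinetic read; rate constant normalized.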
# Integrin act MD: activators of alpha7 integrin expression for muscular dystrophy; 350,000 compounds, 0.064% hits; Potency, µM (doses to about 38.3 µM), inactives show at the top dose activation, most hits filed as activators; alpha7betagal myoblasts, beta-gal FDG fluorescence, 48 h;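 note: potency is the fitted concentration of half-maximal effect; 100% = response of the positive control SU9516; nearly all actives have a fitted effect of over 60% in size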
#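 Alpha7betagal+/- myoblasts (passage 13) were plated 16-24 hr, then exposed to compounds (1:260 dilution of DMSO stock) for 48 hours at 37C. After MPER lysis, β-galactosidase reporter activity was read as FDG fluorescence (ex 480/em 540) after 30 minutes.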
# ASM inhibitor: human S-ASM enzyme inhibition. AID 504937. P17405. placental ASM, HMU-PC fluorogenic substrate, 60 min. Potency, µM (top dose mostly 57.5 µM), without a hit: top-dose activity change, negative = inhibition, usual class: inhibitors. 340,000 compounds, 0.006% hits; note: potency is the fitted concentration of half-maximal effect
#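 Fluorescence read-out (Ex 386 nm, Em 447 nm) after stopping the reaction at pH 10. Enzyme: ASM from human placenta; substrate HMU-PC0, 9 uM final; 60 min, 37 °C. Compound preincubation 10 min, ambient temperature.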
# TRPV1 agonist: agonists of human vanilloid receptor 1 (TRPV1); TRPV1-expressing cells, Fluo-8 calcium influx, agonist mode; activation, % at 8.33 µM; 320,000 compounds, 0.19% hits; in the data active = activation above about 80%; inconclusive = between about 30% and that limit; note: 0% is about no effect
# Target sequence (Q8NER1 whole entry, looked up): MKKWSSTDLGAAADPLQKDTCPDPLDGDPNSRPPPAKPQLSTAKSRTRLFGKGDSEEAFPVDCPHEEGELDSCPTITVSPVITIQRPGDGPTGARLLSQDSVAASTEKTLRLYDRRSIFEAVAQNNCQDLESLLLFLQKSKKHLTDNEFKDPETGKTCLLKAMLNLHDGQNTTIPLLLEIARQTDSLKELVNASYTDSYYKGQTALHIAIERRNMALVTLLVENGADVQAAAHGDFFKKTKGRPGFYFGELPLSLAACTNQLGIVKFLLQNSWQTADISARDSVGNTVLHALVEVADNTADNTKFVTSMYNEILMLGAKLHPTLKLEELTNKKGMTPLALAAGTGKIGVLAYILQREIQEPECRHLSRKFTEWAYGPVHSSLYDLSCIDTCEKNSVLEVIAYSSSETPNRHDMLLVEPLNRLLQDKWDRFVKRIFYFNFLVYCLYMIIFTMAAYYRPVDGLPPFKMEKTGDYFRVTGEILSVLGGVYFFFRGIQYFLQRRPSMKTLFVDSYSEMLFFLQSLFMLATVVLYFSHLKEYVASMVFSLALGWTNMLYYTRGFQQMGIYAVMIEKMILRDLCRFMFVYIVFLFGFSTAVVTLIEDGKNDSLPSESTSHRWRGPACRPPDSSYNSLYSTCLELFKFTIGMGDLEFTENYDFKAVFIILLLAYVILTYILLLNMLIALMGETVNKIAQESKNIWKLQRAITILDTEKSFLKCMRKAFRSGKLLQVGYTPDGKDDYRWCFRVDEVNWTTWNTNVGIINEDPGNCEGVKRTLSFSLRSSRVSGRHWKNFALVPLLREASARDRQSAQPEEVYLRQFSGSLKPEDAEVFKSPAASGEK
#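 Cells expressing TRPV1 were dye-loaded with Fluo-8 and read kinetically: 10 s baseline, 3 min after compound (agonist portion), then 2 min after EC20 capsaicin (allosteric enhancer portion). Calcium-bound dye fluorescence at 480/520 nm.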
# GALK inh: blocks human galactokinase activity; P51570; Purified GALK, Kinase-Glo residual ATP luminescence; Potency, µM (doses to about 57.5 µM), for the others: top-dose activity change, negative = inhibition, most hits filed as inhibitors; 270,000 compounds, 0.007% hits; AID 1868; note: potency is the fitted concentration of half-maximal effect; % is set by controls: 0 for no effect and ±100 for the full control effect
#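 The enzyme phosphorylates galactose (100 uM) using ATP (35 uM); inhibition is detected as higher residual ATP, quantified by bioluminescence after 1 h reaction at room temperature, pH 8.0.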
# FBPA coupling cs: coupling enzyme interference in Giardia aldolase counter-screen; activity change, negative = inhibition, % at 58.2 µM, hits read low; 290,000 compounds, 0.67% hits; coupling enzyme system counterscreen, AmpLite Red fluorescence; in the data active = activity change below about -30%; note: % is set by controls: 0 for no effect and ±100 for the full control effect
#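 Final compound at 57.5 uM, incubated 10 min at RT with coupling enzyme reagent (glyceraldehyde-3-phosphate), then 20 min with substrate and AmpLite Red detection. Fluorescence read at 525/598 nm; tests interference with the coupling assay, not aldolase inhibition.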
# MLL CXXC-DNA inh: inhibitors of human MLL CXXC domain-DNA interaction; MLL-CXXC / FITC-HOXA9 DNA fluorescence polarization; Potency, µM (doses to about 115 µM), inactives show at the top dose activity change, negative = inhibition, hits mostly inhibitors; 290,000 compounds, 0.037% hits; active = well fitted inhibition curve with a large enough effect in the polarisation, with a control signal flat, not every such curve was filed as active; inconclusive = small, poorly fitted or top-dose-only effect, or effect the other way, or a change in a side signal; inactive = no such curve, though single readings can be large or run the other way; the % refers to the polarisation; note: potency is the fitted concentration of half-maximal effect
#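 Steps: dispense CXXC domain solution (7 uM) → pin compounds or unlabeled HOX-A9 DNA control → 5 min ambient → add FLSN-HOX-A9 solution (50 nM) → spin → 30 min ambient → fluorescence polarization. Tris pH 7.5/NaCl/DTT/BSA buffer.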
# hERG WT inh: inhibitors of human wildtype KCNH2 potassium channel; U2OS, BacMam KCNH2, thallium flux FluxOr; active compounds read low; activity change, % at 1.84 µM; 340,000 compounds, 0.37% hits; AID 720551;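 active = maximum activity change below -70%; inconclusive = maximum activity change between -70% and -50%; inactive = maximum activity change above -50%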; note: % is set by controls: 0 for no effect and ±100 for the full control effect
#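 U2OS cells transduced with wild-type KCNH2 virus are loaded with FluxOr dye for 45 min, and thallium flux is measured in kinetic reads before and after stimulation buffer. Rate constants are normalized to DMSO controls.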
# MBNL1-CUG inh: inhibitors of human MBNL1 binding to CUG repeat RNA; 280,000 compounds, 0.036% hits; Q9NR56; AID 2675; Potency, µM (titrated, usually from 57.5 µM), inactives show at the top dose activity change, negative = inhibition, most hits filed as inhibitors; TR-FRET MBNL1-His/biotin-(CUG)12 binding, 665/545 ratio; active = well fitted inhibition curve with a large enough effect in the signal ratio, with a control signal flat, not every such curve was filed as active; inconclusive = small, poorly fitted or top-dose-only effect, or effect the other way, or a change in a side signal; inactive = no such curve, though single readings can be large or run the other way; the % refers to the signal ratio; note: potency is the fitted concentration of half-maximal effect; % is set by controls: 0 for no effect and ±100 for the full control effect
#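 MBNL1-His + Biotin-(CUG)12, cpd titration 92 nM–58 uM; Tb anti-His Ab 0.055 ng/ul, SA-XL665 5 nM (final); 60 min RT; ratiometric 665/545 nm, Ex 340 nm; normalized to buffer and full-complex controls.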
# Active calls of the source: *; ? = inconclusive; . = no result given; [ ] = dose if it differs, or a comment. Unless noted, calls come from the whole dose curve; as a rule, active = well fitted curve in the direction sought with a large enough effect; inconclusive = small, poorly fitted or top-dose-only effect, or another doubt; inactive = no such curve, though single readings can be large; an effect the other way counts as inactive or inconclusive.
SMILES,AT treatment,KCNH2 3.1 inh,Integrin act MD,ASM inhibitor,TRPV1 agonist,GALK inh,FBPA coupling cs,MLL CXXC-DNA inh,hERG WT inh,MBNL1-CUG inh
CCC(C)N1C(=O)N(c2cccc(Cl)c2)C(C)(O)CC1(C)C (configuration not stated),7%,1,-2%,1%,15,-1%,0,38%[activator],-14,-6%
Cc1ccc(NC(=O)C(CC(C)C)NC(N)=O)cc1 (configuration not stated),-1%,-6,1%,4%,-6,0%,1,-3%,2,.
Cc1ccc(C(C)C)cc1OCC(=O)NCCCn1ccnc1,-17%,0,-6%,0%,.,.,.,.,-2,.
Cc1sc(NC(=O)C2CCCCC2C(=O)O)c(C(N)=O)c1-c1ccc(C(C)C)cc1 (configuration not stated),5%,-18,1%,?,-2,-6%,13,-22%,-8,7%
CC(=O)Nc1ccc(-n2c(C)nc(=O)c(-c3ccccc3)c2C)cc1,-2%,-10,?,4%,2,-5%,1,2%,-1,1%
COC(=O)c1ccc(-c2ccc(/C=N/NC(=O)CC3(C)OCCCO3)o2)cc1,-12%,3,2%,.,2,5%,-1,-4%,9,?
OCC(O)/C=N/Nc1nc(N2CCCCC2)nc(N2CCCCC2)n1 (configuration not stated),2%,3,0%,-1%,1,1%,0,5%,-1,0%
O=S(=O)(O)c1cc(Cl)cc(N=Nc2ccc(O)cc2O)c1O,.,10,9%,?,.,.,.,.,2,.
CC(=O)NC(c1ccc(Cl)cc1)c1c(O)ccc2ccc(O)cc12 (configuration not stated),4%,8,5%,-3%,-2,-2%,-8,-4%,-20,5%
COc1cc(NC(=O)C2CCN(S(=O)(=O)c3ccc(N4CCCC4=O)cc3)CC2)cc(OC)c1,-8%,17,-19%,-3%,2,-2%,.,33%[activator],-1,0%
Cc1ccc(C(=O)c2ccccc2C(=O)O)cc1C,3%,-4,8%,1%,-1,4%,1,-4%,-11,-6%
COc1ccc(CC(=O)Nc2ccc(S(=O)(=O)N3CCC(C)CC3)cc2)c(OC)c1,-1%,-3,-7%,-1%,0,.,.,.,-4,.
CC(=O)NC1=NN(C(C)=O)C(c2cccs2)S1 (configuration not stated),-3%,11,-3%,2%,2,-1%,2,4%,5,-1%
CCOc1ccccc1NC(=O)Nc1cc(OC)ccc1OC,1%,-11,29%,-2%,0,0%,0,11%,6,6%
O=C(CSc1nc2ccccc2o1)N1CCN(C(=O)c2ccco2)CC1,18%,11,-35%,3%,5,1%,0,3%,26,?
Cc1cc(C(=O)N2CCC(Cc3ccccc3)CC2)no1,5%,2,2%,-1%,?,0%,.,3%,-17,-1%
Cc1n[nH]c(=S)n(/N=C/c2cccs2)c1=O,0%,-2,-10%,6%,.,-2%,0,-7%,12,.
Cc1ccsc1-c1nc(CN(C)C(C2CC2)C2CC2)c(C)o1,-1%,-15,-32%,7%,2,-1%,3,2%,48,13%
Cc1ccccc1C(=O)NCC(=O)Nc1ccc(C)c(S(=O)(=O)N2CCCCCC2)c1,-11%,-6,23%,-3%,4,-4%,.,12%,6,-2%
CCCS(=O)(=O)c1c(S(=O)(=O)CCC)c2cnccn2c1C(=O)c1ccc(CC)cc1,.,3,2%,-3%,4,1%,3,3%,4,55%[activator]
COCCn1c(SCC(=O)N2CCCc3ccccc32)nc2ccccc2c1=O,10%,1,-17%,0%,-1,4%,0,-13%,-1,-7%
Cc1ccc(N2CC(C(=O)N(C)CC(=O)Nc3ccc(Cl)c(C(F)(F)F)c3)CC2=O)cc1 (configuration not stated),5%,4,-26%,-19%,1,.,.,.,-1,.
COCCNc1nc(N)c([N+](=O)[O-])c(NCCO)n1,14%,-19,-5%,.,3,-3%,1,-3%,2,18%
CCOC(=O)c1c(C)[nH]c(C(=O)O)c1C,2%,-2,2%,5%,-6,2%,1,4%,-4,-5%
COc1ccc(S(=O)(=O)N2CCOC2CNC(=O)C(=O)NCCc2ccccc2)cc1OC (configuration not stated),3%,19,16%,-4%,-7,.,-2,.,4,-10%

# Ten compounds from above, ordered by molecular weight, rising.
SMILES,AT treatment,KCNH2 3.1 inh,Integrin act MD,ASM inhibitor,TRPV1 agonist,GALK inh,FBPA coupling cs,MLL CXXC-DNA inh,hERG WT inh,MBNL1-CUG inh
Cc1ccc(NC(=O)C(CC(C)C)NC(N)=O)cc1 (configuration not stated),-1%,-6,1%,4%,-6,0%,1,-3%,2,.
CC(=O)NC1=NN(C(C)=O)C(c2cccs2)S1 (configuration not stated),-3%,11,-3%,2%,2,-1%,2,4%,5,-1%
Cc1ccc(C(C)C)cc1OCC(=O)NCCCn1ccnc1,-17%,0,-6%,0%,.,.,.,.,-2,.
CCOc1ccccc1NC(=O)Nc1cc(OC)ccc1OC,1%,-11,29%,-2%,0,0%,0,11%,6,6%
CC(=O)NC(c1ccc(Cl)cc1)c1c(O)ccc2ccc(O)cc12 (configuration not stated),4%,8,5%,-3%,-2,-2%,-8,-4%,-20,5%
O=C(CSc1nc2ccccc2o1)N1CCN(C(=O)c2ccco2)CC1,18%,11,-35%,3%,5,1%,0,3%,26,?
COC(=O)c1ccc(-c2ccc(/C=N/NC(=O)CC3(C)OCCCO3)o2)cc1,-12%,3,2%,.,2,5%,-1,-4%,9,?
Cc1sc(NC(=O)C2CCCCC2C(=O)O)c(C(N)=O)c1-c1ccc(C(C)C)cc1 (configuration not stated),5%,-18,1%,?,-2,-6%,13,-22%,-8,7%
Cc1ccc(N2CC(C(=O)N(C)CC(=O)Nc3ccc(Cl)c(C(F)(F)F)c3)CC2=O)cc1 (configuration not stated),5%,4,-26%,-19%,1,.,.,.,-1,.
COc1ccc(S(=O)(=O)N2CCOC2CNC(=O)C(=O)NCCc2ccccc2)cc1OC (configuration not stated),3%,19,16%,-4%,-7,.,-2,.,4,-10%

# Carrying on:
SMILES,AT treatment,KCNH2 3.1 inh,Integrin act MD,ASM inhibitor,TRPV1 agonist,GALK inh,FBPA coupling cs,MLL CXXC-DNA inh,hERG WT inh,MBNL1-CUG inh
O=C(CCN1CCCCC1)Nc1ccc(Br)cc1,0%,-7,-31%,3%,-1,-1%,2,-1%,6,7%
C#CCOCCOCCOCCNc1nc(N2CCOCC2)nc(N2CCN(C(=O)[C@H](Cc3cc4ccccc4[nH]3)n3cc([C@@H](N)C(C)CC)nn3)CC2)n1 (some centres not stated),-4%,-12,-24%,8%,2,2%,6,6%,-2,-14%
COc1ccc(C2CC(=O)c3cnn(-c4nc(C)cc(C)n4)c3C2)cc1OC (configuration not stated),-3%,-9,-19%,3%,-1,1%,1,-9%,2,.
O=S(=O)(Nn1cnnc1)c1ccccc1Cl,2%,10,23%,0%,0,2%,2,15%,0,-1%
Cc1cc(C)cc(N(C(=O)Cc2cccs2)C(C(=O)NC2CCCC2)c2ccc(C)o2)c1 (configuration not stated),-1%,-13,-18%,-2%,?,1%,0,2%,8,0%
Cc1ccc(C)n1-c1cccc(C(=O)O)c1,-3%,.,.,.,-4,2%,-2,8%,.,6%
Clc1cccc(N2CCN(Cc3nc(-c4ccccc4)no3)CC2)c1,15%,-6,-12%,-8%,5,-2%,-1,4%,-4,4%
Cc1ccc(S(=O)(=O)N2CCN(C(=O)c3ccc4ccccc4n3)CC2)c(C)c1,18%,-21,5%,-2%,-11,.,.,.,10,.
Cc1ccc(S(=O)(=O)Nc2ccc(N3CCOCC3)cc2)cc1C,1%,-11,12%,3%,-1,-2%,-1,-7%,0,-5%
Cc1cc(OCC(=O)NCCc2ccc(Cl)cc2)c2c(C)cc(=O)oc2c1,-2%,-22,-9%,0%,-1,7%,2,0%,-8,-5%
Cc1ccc(N2C(=O)N(CC(=O)Nc3cc(F)ccc3C)C(=O)C2C)cc1 (configuration not stated),-19%,8,-8%,-3%,-1,.,.,.,0,.
Cc1ccc(S(=O)(=O)c2nnn3c2nc(NC2CCN(Cc4ccccc4)CC2)c2ccccc23)cc1C,-6%,-81*,-70%[inhibitor],54%,3,10%,-2,43%[activator],-13,24%
O=C(CC1C(=O)NCCN1CCCc1ccccc1)NCCc1ccccc1Cl (configuration not stated),1%,-7,1%,0%,8,-9%,.,10%,-3,8%
CC(C)OC(=O)CSc1nnc(SCc2cccc3ccccc23)s1,.,-8,-7%,-5%,13,-3%,-4,-1%,7,-4%
Cc1cc(C)cc(NC(=O)c2cc(C)nc3ccccc23)c1,3%,0,-2%,1%,-8,-7%,3,-4%,-3,0%
